Pf Dd2 inh: Plasmodium falciparum Dd2 growth inhibition | hit rate 4.3% among 120,000 | Potency, µM (highest dose often 28.9 µM), for inactives: top-dose activity, negative = inhibition, most hits filed as inhibitors | P. falciparum Dd2 growth, SYBR Green, 72 h | AID 1347417; active = well fitted inhibition curve with a large enough effect; inconclusive = small, poorly fitted or top-dose-only effect; inactive = no such curve, though single readings can be large or run the other way;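 also: plate controls were DMSO vehicle for no effect and reference drug for full effect; nearly all actives have a fitted effect of over 65% in size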
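Infected erythrocytes (Dd2, 0.3% parasitemia, 2.5% hematocrit final) are added to compound in RPMI-1640/Albumax II medium, grown 72 h at 37C in low oxygen, then lysed with saponin/Triton-X containing SYBR Green and read by fluorescence.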
* = called active by the depositor; i = inactive; ? = inconclusive; [ ] = another dose, or the depositor's remark. Potency is read from the fitted curve at half-maximal effect.

cpd	SMILES	Pf Dd2 inh
1	COc1ccc(S(=O)Cc2ccc(C(=O)N3CCN(c4cccc(C)c4C)CC3)o2)cc1 (stereo not drawn)	i
2	O=S(=O)(Nc1ccc(F)c(C(F)(F)F)c1)c1ccc(N2CCCCS2(=O)=O)cc1	-20.7%
3	Cc1cc(C)n(-c2cccc(-c3nc(C4CCOC4)no3)c2)n1 (stereo not drawn)	-14.6%
4	CC(C)Oc1cccc(C(=O)Nc2ccc(-c3nc4cc(Cl)cc(Cl)c4o3)cc2)c1	8.6%
5	Cc1nc2ccccc2n2c(-c3ccccc3)c3c(=O)n(C)c(=O)n(C)c3c12	15.8%
6	O=C(NC1CCCCC1)N1Cc2[nH]cnc2C[C@H]1c1nc(-c2ccc3ccccc3c2)no1	i
7	Cc1ccc(NC(=O)C2CCN(S(=O)(=O)c3c(C)noc3/C=C/c3cccs3)CC2)cc1F	?
8	Cc1ccc(OCC(=O)NCC(=O)OCc2cc(=O)n3nc(C)sc3n2)cc1	-7.5%
9	COc1cccc(CC(=O)NCc2nnc3cc(-c4nc(C5CC5)no4)ccn23)c1	6.31µM*
10	CCOC(=O)c1ccc(NC(=O)Cn2ncc3c(C)n(Cc4ccccc4F)c(C)c3c2=O)cc1	?
11	Cc1cc2nc3n(c(=O)c2n1CC(=O)NCCc1ccc(Cl)cc1)CCCC3	i
12	CN(C)c1ccc(CN2CCC3(CC2)C(=NC2CCCCC2)NC(=O)N3c2cc(F)cc(F)c2)cc1	?
13	Cc1ccc(C(=O)N2C[C@@H](Oc3ccccc3)C[C@H]2C(=O)N2CCCC2)cn1	-11.3%
14	CCCNC(=O)N1CCCC(c2nc(C3CCOCC3)no2)C1 (stereo not drawn)	34.3%[activator]
15	OCc1cccc(-c2cc(-c3cccnc3)c3cncn3c2)c1	?
16	c1cnc(N2CCN(c3ncc4c(n3)CCNC4)CC2)nc1	-0.5%
17	Cc1ccc(CCNC(=O)Cn2nc(-c3ccc(C)cc3)ccc2=O)cc1	71.4%[activator]
18	Cc1cccc(N2CCN(S(=O)(=O)c3ccc4[nH]c5c(c4c3)CCCCC5)CC2)c1C	i
19	COc1ccc(C(=O)Nc2nc(-c3ccc(Br)cc3)ns2)cc1	10.4%
20	Cc1cccc(NC(=O)CSc2nnc(C)c(=O)[nH]2)c1	49.1%[activator]
21	CCN(CC)CCCNC(=O)CN1C(=O)COc2ccc(S(=O)(=O)N3CCC(C)CC3)cc21	5.8%
22	Cc1cc(C)n(CCC(=O)N2C[C@@H](CO)[C@H](c3nc(C4CC4)no3)C2)n1	1.7%
23	CC(=O)c1ccc(NC(=O)CCc2c(C)nc3cc(-c4ccc(Cl)cc4)nn3c2C)cc1	-6.7%
24	CCOCCOC1CCN(C(=O)c2cccc(F)c2)CC1	37.1%[activator]
25	FC(F)(F)c1cccc(CCC2CCCN(Cc3cccnc3)C2)c1 (stereo not drawn)	?
26	CCOC(=O)c1cn(C2CN(S(=O)(=O)c3cccc(F)c3)C2)nn1	-2.6%
27	CCC1CCCCN1C(=O)c1ccc2c(c1)N(Cc1cccc(Cl)c1)C(=O)c1ccccc1S2(=O)=O (stereo not drawn)	i
28	CN(C)c1ccc(CNC(=O)CCCN2C(=O)CCn3nc(-c4cccn4C)cc32)cc1	-1.7%
29	CC(=O)N[C@@H]1C=C[C@@H](c2c(C)nn(-c3ccc(C(C)(C)C)cc3)c2C)C1	?
30	COC(=O)CNC(=O)C1CN(c2ccc(OC)cc2)C(=O)N1 (stereo not drawn)	i
31	COc1ccc(-c2noc(CSc3nnc(-c4ccncc4)n3-c3cccc(C)c3)n2)cc1OC	?
32	O=C(Cc1ccc(N(Cc2ccccc2)C(=O)c2ccco2)cc1)NCc1ccc(F)cc1	?
33	Cc1c(-c2ccccc2F)[nH]c2ccc(CNC(=O)CN3CC(=O)NC3=O)cc12	?
34	Cn1cc(C(=O)NCC2CN(CCCc3ccccc3)CC23CN(c2ccccc2)C3)cn1 (stereo not drawn)	-9.6%
35	CCOc1cccc(CNC(=O)CN2CC3CC(C2)[C@H]2CCCC(=O)N2C3)c1 (stereo partly drawn)	-21.6%
36	COCC1(c2nc(C3CCOCC3)nn2-c2ccncc2C)CC1	2.6%
37	COc1ccc(OCc2nc(C)c(CCO)c(=O)n2CC(=O)Nc2cc(OC)ccc2OC)cc1	i
38	Cc1ccccc1C(=O)N1CCC2(CC1)Cc1ccccc1NC2=O	i
39	CC(C)CNC(=O)N1CCCC(c2noc(COc3ccccc3F)n2)C1 (stereo not drawn)	i
40	CCOC(=O)C1CCCN(S(=O)(=O)c2cc(-c3onc(C)c3C)ccc2OC)C1 (stereo not drawn)	i
41	Cc1c(O)cccc1C(=O)N1CCC2(CC1)Nc1ccccc1NC2=O	-25.0%
42	C[C@]1(CO)C2CC[C@@H](O)[C@@H](CC(=O)NCc3ccccc3)[C@]2(C)CC[C@H]1OC(=O)Nc1ccccc1 (stereo partly drawn)	i
43	Cc1ccc(CNC(=O)c2sc3ncnc(N(C)C4CCCCC4)c3c2C)cc1	-16.7%
44	Cc1noc(-c2ccccc2Cl)c1C(=O)NCc1ccccc1Cl	i
45	COc1ccc(C)cc1-c1nccc2c(=O)cc(-c3cnn(C)c3)oc12	-23.2%[44.1 µM]
46	COC1CN(c2ccc(C)cc2)C12CCN(C(=O)COc1ccccc1)CC2 (stereo not drawn)	-2.5%
47	O=C(c1cccc(F)c1)N1CCCC(c2noc(COc3ccccc3)n2)C1 (stereo not drawn)	-24.7%
48	CC(C)(C)NC(=O)N1CCCC(c2nc(CCOCC3CC3)no2)C1 (stereo not drawn)	-19.2%
49	CN(Cc1cccnc1)C(=O)CCC1CCN(C(=O)c2ccccc2)CC1	-6.6%
50	Cc1ccc2ncc(S(=O)(=O)c3ccccc3)c(N3CCCCC3C)c2c1 (stereo not drawn)	10µM*
51	Cc1noc([C@@H]2CN(Cc3ccccc3F)C[C@H]2CO)n1	-8.5%
52	O=c1cc(N2CCOCC2)oc2c(Nc3ccccc3)nccc12	-8.7%[44.1 µM]
53	COCCN1CCC(N2CCN(S(=O)(=O)c3ccccc3Cl)CC2)C1=O (stereo not drawn)	-10.2%
54	COc1cc2c(cc1OC)C(C[C@H]1CN(S(=O)(=O)c3ccc(C#N)cc3)CC[C@H]1CC(=O)O)=NCC2	-8.0%
55	Cc1c(C(=O)N2CCN(c3ccc(F)cc3)CC2)sc2nc3n(c(=O)c12)CCC3	-4.7%
56	COc1ccc(NC(=O)N2CCCC(Cc3noc(-c4cnccn4)n3)C2)cc1 (stereo not drawn)	?
57	CC(C)NC(=O)C1c2ccccc2C(=O)N(Cc2ccco2)C12CCCCC2 (stereo not drawn)	-14.5%
58	NCc1ccccc1-c1ccc(F)cc1	?
59	CCN1C(=O)Cc2ccccc2C1C(=O)NCc1ccccc1C (stereo not drawn)	-17.2%
60	O=c1n(-c2ccc(Cl)cc2)nc2n1CCN(Cc1ccc(F)cc1)C2	-11.5%

Next part.
cpd	SMILES	Pf Dd2 inh
61	C[S+](=O)([O-])N1CC2(CCCN(Cc3ccccn3)C2)Cc2ccccc21 (stereo not drawn)	?
62	Cc1c(C(=O)N2CCN(c3ccccc3)CC2)sc2nc3n(c(=O)c12)CCC3	-2.4%
63	Cc1ccc(-n2c(C3CCN(C(=O)c4ccc(F)cc4Cl)CC3)n[nH]c2=O)cc1	9.6%
64	CNC(=O)c1cccc(-c2cnc3[nH]cc(CC(=O)NC4CCC4)c3c2)c1	i
65	COc1cccc(N2CCN(C(=O)c3cccc(NC(=O)c4nsc5ccccc45)c3)CC2)c1	?
66	COc1ccc(NC(=O)Cn2c(=O)n(CC3CCCO3)c(=O)c3ccccc32)c(OC)c1 (stereo not drawn)	43.0%[activator]
67	COc1ccc(C(=O)N2CCN(C(=O)c3nnn4c3COC(c3ccc(Cl)cc3)C4)CC2)cc1 (stereo not drawn)	?
68	Cn1nccc1CN1CCn2c(nn(-c3ccc(C(F)(F)F)cc3)c2=O)C1	-20.8%
69	Cc1cnn(CCC(=O)N2C[C@@H](CO)[C@H](c3nc(C4CC4)no3)C2)c1	i
70	Cc1ccccc1-c1nnc(SCC(=O)N(C)C2CCCCC2)o1	-25.8%
71	CCN1CCN(C(=O)c2ccc(N3CC4CC(C3)[C@H]3CCCC(=O)N3C4)nc2)CC1 (stereo partly drawn)	-9.5%
72	O=C(NC[C@H]1COCc2nc3cc(F)ccc3n21)c1ccccc1	-23.3%[44.1 µM]
73	Cc1ccc(NC(=O)CN2C(=O)NC(c3ccccc3Cl)C3=C2COC3=O)cc1C (stereo not drawn)	-12.1%
74	Cc1ccc(CNC(=O)Cn2ccn(-c3cccc(Cl)c3)c(=O)c2=O)cc1	61.0%[activator]
75	Cc1nn(C)c2ncnc(N3CCC4(C3)C(=O)N(CC(N)=O)c3ccccc34)c12 (stereo not drawn)	-0.3%
76	CCN1CCN(c2csc3ccc(Br)cc3c2=O)CC1	-16.4%
77	O=C1CCN(C(=O)c2ccccc2)CCCC(C(=O)NCCCc2ccccc2)CCN1 (stereo not drawn)	i
78	O=C(Nc1cccnc1)c1ccc2c(c1)OCCN(c1cccc(OC(F)(F)F)c1)C2	?
79	COCCN1CCC2(CCC1=O)CN(C(=O)c1ccco1)CCN2C (stereo not drawn)	-9.3%
80	COCCC1(CO)CCCN(c2ncc(F)c(N3CCCC3)n2)C1 (stereo not drawn)	?
81	CN(Cc1cccc(-c2nn[nH]n2)c1)C(=O)C1CCCN(CC(N)=O)C1 (stereo not drawn)	-11.2%
82	CCC(C)(C)C(=O)N[C@@H]1CN(c2ccncn2)C[C@H]1CO	i
83	CCOc1ccc(NCc2cccn2-c2nnc(N3CCC(C(=O)NCCOC)CC3)s2)cc1	i
84	O=S1(=O)c2ccccc2N(Cc2ccc(Cl)cc2)c2ccccc21	?
85	O=C(Cn1nc2c(cc1=O)CCCC2)NCCc1nc(-c2ccccc2)cs1	-14.2%
86	Cc1nn(-c2ccc(F)cc2)c(-n2cccc2)c1C(=O)N1CCCCC1C (stereo not drawn)	-6.2%
87	Cc1ccc(N2CCN(C(=O)CCc3ccnc(N4CCOCC4)c3)CC2)cc1	-5.8%
88	COc1ccc(-c2cn(C)c(=O)n3cc(CN4CCN(C)CC4)nc23)cn1	-10.3%[44.1 µM]
89	CNC(=O)[C@@H]1C[C@@H](n2cc(CN(C)C(=O)Nc3ccc(C)c(C)c3)nn2)CN1	4.4%
90	O=C(Cc1ccsc1)N1CCCC1c1nc(C2CCOCC2)no1 (stereo not drawn)	11.9%

Retrieved one by one from above:
cpd	SMILES	Pf Dd2 inh
73	Cc1ccc(NC(=O)CN2C(=O)NC(c3ccccc3Cl)C3=C2COC3=O)cc1C (stereo not drawn)	-12.1%
79	COCCN1CCC2(CCC1=O)CN(C(=O)c1ccco1)CCN2C (stereo not drawn)	-9.3%

3 of the compounds above, with each value named:
#73 Cc1ccc(NC(=O)CN2C(=O)NC(c3ccccc3Cl)C3=C2COC3=O)cc1C (stereo not drawn)
  Pf Dd2 inh: -12.1%

#74 Cc1ccc(CNC(=O)Cn2ccn(-c3cccc(Cl)c3)c(=O)c2=O)cc1
  Pf Dd2 inh: 61.0%[activator]

#75 Cc1nn(C)c2ncnc(N3CCC4(C3)C(=O)N(CC(N)=O)c3ccccc34)c12 (stereo not drawn)
  Pf Dd2 inh: -0.3%

New compounds follow.
cpd	SMILES	Pf Dd2 inh
91	Cc1ccc(CN2C(=O)COC[C@H]2C(=O)Nc2cccc(C)c2)cc1	16.4%
92	O=C(Cc1ccccc1)N1CCC(Oc2cnc3c(ccn3-c3cncnc3)c2)CC1	12.6µM*
93	Cc1ccc(OC2(C(=O)NC(C)c3cn4ncsc4n3)CCNCC2)cc1 (stereo not drawn)	-13.8%
94	Cc1ccc2c(CNCCc3ccccc3)c(C(=O)O)n(Cc3ccccc3C)c2c1	?
95	CC(=O)NCCC(=O)N1CCOc2c(O)cc(-c3cccc(Cl)c3)cc2C1	i
96	O=C1CC(NS(=O)(=O)N2CCCCC2)CN1CCCc1ccccc1 (stereo not drawn)	-0.1%
97	CC[C@H]1CN(C(=O)Nc2cccc(OC)c2)CC[C@H]1CC(=O)N[C@@H](CO)CC(C)C	i
98	CC(C)(C)NC(=O)N1CCCCCCNC(=O)[C@@H]2C[C@@H](C(=O)NCCc3cnc[nH]3)C[C@@H]21	3.8%
99	COc1ccc(C(=O)NCCn2cc(SCC(=O)Nc3cccc(C)c3)c3ccccc32)cc1	?
100	CC(C)Nc1ccc2nnc(C3CCC3)n2n1	92.5%[activator]
101	FC(F)(F)Oc1ccc(Nc2cnc3ccc(N4CCOCC4)nn23)cc1	11.2µM*
102	CCc1nnc(CN2CCC(N3CCCC(C(=O)N4CCOCC4)C3)CC2)o1 (stereo not drawn)	6.1%
103	COc1ccc(-c2cc(-c3ccc(OC)nc3)cn3cncc23)cc1	2.51µM*
104	Cc1ccccc1CSc1cn(CC(=O)N2CCCCCC2)c2ccccc12	-25.7%
105	CCN(CC)C(=O)c1ccc(C2CCCN2C(=O)c2ccc(OC)o2)s1 (stereo not drawn)	-6.6%
106	Cn1cnc(C(=O)N2[C@@H]3CC[C@H]2CC(NC(=O)c2ccncc2)C3)c1 (stereo partly drawn)	22.4%
107	CN1CC(=O)N(C2CCC2)Cc2c(NC3CCNCC3)ncnc21	?
108	Cc1cccc(CN2C(=O)c3ccccc3Sc3ccc(C(=O)NC4CCCCC4)cc32)c1	?

Four structures from above, sorted by molar mass, lowest first.
cpd	SMILES	Pf Dd2 inh
101	FC(F)(F)Oc1ccc(Nc2cnc3ccc(N4CCOCC4)nn23)cc1	11.2µM*
97	CC[C@H]1CN(C(=O)Nc2cccc(OC)c2)CC[C@H]1CC(=O)N[C@@H](CO)CC(C)C	i
98	CC(C)(C)NC(=O)N1CCCCCCNC(=O)[C@@H]2C[C@@H](C(=O)NCCc3cnc[nH]3)C[C@@H]21	3.8%
99	COc1ccc(C(=O)NCCn2cc(SCC(=O)Nc3cccc(C)c3)c3ccccc32)cc1	?

This is a subset (hit frequency here may not be typical).
